# XIAP antagonists = XIAP antagonists, biochemical, IAP family, fluorescence polarization (AID 1018); XIAP BIR domain, fluorescence polarization peptide displacement; higher % means a stronger effect; displacement, % at 20 µM; hits with a dose series show IC50 in µM; hit rate 0.007% among 200,000; in the data active = displacement above about 50%; note: a part of the inactive calls stands beside numbers as strong as those of hits
# PhoP inhibition = inhibitors of PhoP regulon expression, primary screen, Salmonella Typhimurium, GFP reporter (AID 1863); hit rate 0.16% among 300,000; one-dose inhibition, % at 50 µM; IC50 in µM for titrated hits; S. Typhimurium PhoP-regulated promoter GFP reporter, 4 h; higher % means a stronger effect;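 active = inhibition over 29.93%, a cutoff 3 SD above the screen mean, later confirmed by dose response; inconclusive = inhibition over 29.93% but no dose response follow-up; inactive = inhibition at most 29.93% or unconfirmed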;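 note: 0% = low Mg2+ inducing control and 100% = high Mg2+ repressing control; strong numbers were not always called active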
# WT yeast gro inh = growth inhibition of WT yeast, mitochondrial fusion screen; mitochondrial fusion phenotypic screen, WT strain; hit rate 2.1% among 190,000; inhibition, % at 10 µM; in the data active = inhibition above about 58%; tested in S. cerevisiae
# human PMI inhibition = inhibitors of human PMI, primary screen, biochemical, fluorescence intensity, coupled assay (AID 1209); purified PMI enzyme, coupled fluorescence intensity; higher % means a stronger effect; inhibition, % at 20 µM, or IC50 in µM where a hit was titrated; hit rate 0.42% among 190,000;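 note: plate controls were DMSO vehicle for no effect and wells lacking substrate for full effect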
# human PMI inhibitors = human PMI inhibitors, high substrate, primary screen, biochemical, fluorescence intensity, high mannose 6-phosphate (AID 1220). recombinant PMI enzyme, coupled fluorescence intensity; higher % means a stronger effect. one-dose inhibition, % at 20 µM; IC50 in µM for titrated hits. hit rate 0.66% among 190,000
# SIAH1 antagonists = blockers of Siah-1 interaction with plectin peptide – biochemical, fluorescence polarization, rhodamine-plectin, uHTS, primary screen (AID 1817); Siah-1 / rhodamine-plectin peptide fluorescence polarization; higher % means a stronger effect; one-dose displacement, % at 20 µM; IC50 in µM for titrated hits; hit rate 0.02% among 290,000;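 active = displacement of at least 50% at 20 µM, with a fluorescence ratio check between 0.3 and a set limit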;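 note: plate controls were Siah plus tracer with DMSO for no effect and tracer alone without Siah for full effect; strong numbers were not always called active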
# TNAP activators = human TNAP enzyme activators, primary screen, biochemical, luminescent, no phosphate acceptor, uHTS (AID 1001); hit rate 0.03% among 200,000; purified TNAP, luminescent activation assay, no phosphate acceptor; higher activation fold means a stronger effect; activation fold at 20 µM; hits with a dose series show EC50 in µM; in the data active = activation fold from about 3, or a potency from the dose series; inactive = the rest, 99 in 100 with activation fold below about 1.6; note: many of its hits are not listed in these tables
# Myeloid diff MLP = promotes myeloid progenitor differentiation | calls only at 10 µM | AID 624256 | ER-HoxA9 myeloid progenitors, lysozyme-GFP differentiation, flow cytometry | hit rate 1% among 360,000;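 active = normalized GFP-positive differentiation at or above the plate's own cutoff, the solvent-only control mean plus 3 SD; inconclusive = no clear call, values can overlap the other calls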;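 note: cells exposed to compound for four days before flow analysis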
# RSV CPE inhibition = RSV antiviral activity via CPE protection, HEp-2 cells, primary 10 µM value included (AID 2391); HEp-2 cells, RSV-induced CPE inhibition; higher % means a stronger effect; CPE inhibition, % at 10 µM, or IC50 in µM where a hit was titrated; hit rate 0.13% among 310,000; in the data active = a potency from the dose series; inconclusive = CPE inhibition mostly from about 23% at the one dose, without a potency; inactive = the rest, 99 in 100 with CPE inhibition below about 21%; note: strong numbers were not always called active
# WT yeast gro inh mutant strain = second read-out of WT yeast gro inh, no call of its own (marks repeat the call); inhibition, %; mitochondrial fusion phenotypic screen, mutant strain inhibition
# Myeloid diff MLP GFP+ MAC1+ % = second read-out of Myeloid diff MLP, no call of its own (marks repeat the call); GFP+ MAC1+ double positive, %; measured here: differentiation confirmed by MAC1 staining
# * hit, by the source's call; i = inactive; ? = inconclusive; . = not tested or not shown. Cut-off read from the data, not from the text of the source, unless noted: active = inhibition above about 50%; inactive = the rest.
SMILES,XIAP antagonists,PhoP inhibition,WT yeast gro inh,WT yeast gro inh mutant strain,human PMI inhibition,human PMI inhibitors,SIAH1 antagonists,TNAP activators,Myeloid diff MLP,Myeloid diff MLP GFP+ MAC1+ %,RSV CPE inhibition
O=C(NC1CCCCC1)c1cc(-c2ccc(O)cc2)on1,.,3%,.,.,.,.,0%,.,i,5.4,-0.6%
Cc1ccc2cccnc2c1N,-4.3%,1%,-6,2,23%,70%*,-2%,1.1,i,0.6,0.3%
CC(=O)Oc1ccc(/C=N/NS(=O)(=O)c2ccc(C)cc2)c(OC(C)=O)c1,.,7%,.,.,.,.,-2%,.,i,0.1,0.8%
Nc1nnc(C2CCCC2)s1,1.0%,0%,-13,2,1%,-1%,-6%,1.1,i,0.7,2.7%
COc1ccc2c(c1)cc1n2CCN=C1NCCO,-9.4%,6%,-3,-18,0%,0%,0%,1.2,i,1.2,0.8%
O=C(Nc1ccsn1)c1ccc(Cl)cc1Cl,.,-4%,.,.,.,.,1%,.,i,0.3,0.3%
Cc1ccc2c(c1)N(CC(=O)OCC(=O)NCc1ccccc1)C(=O)CO2,-1.3%,-1%,4,-17,1%,-2%,12%,1.1,i,0.2,2.0%
COc1ccc(-c2cc(-c3ccccc3)n3ncnc3n2)cc1,2.0%,2%,-12,2,10%,6%,7%,1.1,i,1.1,4.7%
O=C(CSc1nc2ccccc2s1)NNC(=S)Nc1ccc(Cl)cc1,-32%,16%,41,5,20%,10%,-10%,1.8,i,0.9,7.7%
CC(=O)CSc1nnc(-c2ccc(S(=O)(=O)N3CCOCC3)cc2)n1C,.,5%,.,.,.,.,-2%,.,i,6.0,1.3%
O=C(/C=C/c1cccc(F)c1)c1ccc(N2CCOCC2)cc1,.,-7%,.,.,.,.,-1%,.,i,0.6,3.6%
CCOC(=O)C1CCCN(c2ncnc3c2cnn3-c2ccc(Cl)cc2)C1 (stereo not given),-6.3%,6%,-1,-12,2%,-1%,-1%,1,i,9.4,.
COc1cc2c(C(=O)N3CCN(c4ccccc4C)CC3)c(C)oc2cc1Br,-3.7%,-2%,43,20,4%,5%,3%,0.9,i,1.4,9.3%
CCOc1ccc(N=C(NC#N)SCC)cc1,-2.3%,0%,-12,-14,-3%,-4%,-5%,1.1,i,2.0,1.3%
O=C(O)c1ccc(Cl)c(S(=O)(=O)N(Cc2ccccc2)c2ccc(Cl)cc2)c1,.,7%,.,.,.,.,2%,.,i,0.5,2.8%
Cc1cc(=O)oc2cc(OCC(=O)N3CCN(c4ccc(F)cc4)CC3)c(Cl)cc12,.,5%,.,.,.,.,1%,.,i,0.5,2.7%
O=C1NC2=C(CCc3ccccc32)C(c2ccccc2)N1 (stereo not given),-5.4%,10%,14,5,-24%,2%,4%,1.1,i,0.3,1.9%
COc1cccc(NC(=O)Cn2c(=O)n(CC3CCCO3)c(=O)c3ccccc32)c1 (stereo not given),-4.0%,-3%,0,2,4%,4%,2%,1.1,i,0.2,1.0%
C/C(=N\NC(=O)c1cccnc1)c1ccc(Br)cc1,.,2%,.,.,.,.,-3%,.,i,1.1,1.9%
Clc1ccc(-c2nnc(-c3ccccc3)c(N3CCSCC3)n2)cc1,-3.5%,1%,65*,35*,-6%,1%,-5%,1,i,0.1,0.6%
COc1ccc(-n2c(C(C)n3nc(C)c([N+](=O)[O-])c3C)n[nH]c2=S)cc1 (stereo not given),-4.9%,1%,-4,0,-10%,-12%,7%,1,i,2.4,1.8%
COc1ccc(NC(=O)Nc2sc(=S)n(C)c2C)cc1,-0.1%,5%,7,9,11%,3%,-9%,1,i,0.6,1.6%
CCOC(=O)/C(C#N)=C\c1ccc(O)c(OC)c1,-1.5%,4%,-2,-1,-9%,4%,-1%,0.8,i,0.2,1.7%
COC(=O)c1c(NC(=O)Cn2cc([N+](=O)[O-])cn2)sc2c1CCC2,-4.5%,0%,9,-9,-11%,-1%,2%,1,i,0.7,2.6%
Cc1ccc(NC(=O)c2ccccc2NC(=O)Cc2ccccc2)cc1,-4.9%,-15%,33,25,2%,2%,-4%,1.1,i,0.3,1.6%

# Overlap with the part before: 2 compounds; new compounds follow.
SMILES,XIAP antagonists,PhoP inhibition,WT yeast gro inh,WT yeast gro inh mutant strain,human PMI inhibition,human PMI inhibitors,SIAH1 antagonists,TNAP activators,Myeloid diff MLP,Myeloid diff MLP GFP+ MAC1+ %,RSV CPE inhibition
COC(=O)c1c(NC(=O)Cn2cc([N+](=O)[O-])cn2)sc2c1CCC2,-4.5%,0%,9,-9,-11%,-1%,2%,1,i,0.7,2.6%
Cc1ccc(NC(=O)c2ccccc2NC(=O)Cc2ccccc2)cc1,-4.9%,-15%,33,25,2%,2%,-4%,1.1,i,0.3,1.6%
NC(=O)c1cc[n+](CC(=O)c2ccc(NC(=O)c3ccccc3)cc2)cc1,-5.9%,3%,-2,7,-8%,8%,2%,0.7,i,0.2,1.3%
COC(=O)c1sccc1NC(=O)CSc1cccc(Cl)c1Cl,-6.0%,8%,-13,1,6%,-2%,-1%,1,i,0.8,2.0%
Cc1cc(C)nc(N2CCC(C(=O)Nc3ccc4c(c3)CCC4)CC2)n1,3.1%,-2%,1,9,13%,12%,11%,1.1,i,1.0,0.7%
CCOc1cccc(/C=N/NC(=O)CC2C(=O)NN=C2C)c1O (stereo not given),-4.1%,-4%,2,9,-7%,-29%,-4%,1.7,i,0.3,1.0%
CSc1nc2ccc(NC(=O)c3ccco3)cc2s1,-1.7%,8%,22,3,11%,2%,4%,1.1,i,0.4,2.0%
Cc1ccccc1NC(=O)N1CCCC1C(=O)NCc1ccccc1 (stereo not given),.,0%,.,.,.,.,11%,.,i,0.8,1.3%
O=C(Nc1cccc(C(F)(F)F)c1)C1CCN(S(=O)(=O)c2cnc[nH]2)CC1,-0.5%,15%,19,9,2%,-15%,-3%,1.1,i,1.6,1.8%
Cc1nn(C)c(C)c1CN(Cc1nc(-c2cc(F)ccc2F)oc1C)C1CC1,-3.5%,1%,-2,-3,2%,1%,10%,1.1,i,0.5,-1.1%
c1ccc(-c2nccc(-c3ccco3)n2)nc1,-4.8%,3%,27,20,6%,6%,17%,1.1,i,0.2,-0.9%
CC(C)(C)n1cnc2cc(NC(=O)c3ccco3)ccc21,.,2%,.,.,.,.,1%,.,i,0.1,4.4%
O=C(NCC1CCCCC1)c1cc([N+](=O)[O-])ccc1Cl,.,-9%,.,.,.,.,2%,.,i,3.4,3.0%
COc1ccccc1NC1CCCCC1NS(=O)(=O)c1ccccc1 (stereo not given),.,-3%,.,.,.,.,3%,.,i,0.0,1.0%
CCOc1ccc(C(=O)NCCc2ccc3c(c2)OCCO3)cc1,0.8%,9%,7,-3,5%,8%,-3%,1.1,i,0.3,0.1%
CCn1c(SCC(=O)NNC(=S)Nc2ccc(C)cc2)nnc1-c1ccc(Cl)cc1,-1.8%,1%,6,-2,-9%,-10%,-3%,1.7,i,0.2,1.8%
COc1cc(NC(=S)Nc2cccc(C)n2)cc(OC)c1OC,-4.1%,-8%,24,18,6%,-4%,-2%,1.1,i,0.4,?
COc1ccc(CNC(=O)COC(=O)c2cncc(Br)c2)cc1,-9.6%,3%,-3,4,-29%,-4%,-1%,1.1,i,0.5,1.5%
O=C(COc1ccccc1)Nc1ccc([N+](=O)[O-])cc1,-5.8%,6%,9,11,1%,5%,2%,1,i,0.4,1.6%
OCCN(Cc1ccccc1)CC1CC=CCC1 (stereo not given),-2.1%,9%,-4,6,14%,7%,0%,1.1,i,1.2,0.1%
O=C(NCc1ccc(F)cc1)c1cc2n(n1)C(C(F)(F)F)CC(C1CC1)N2 (stereo not given),-2.8%,8%,11,-2,5%,-2%,-2%,1.2,i,1.7,0.3%
CCOc1ccc(C(=O)NCC(=O)OCC(=O)NC2CCCC2)cc1,-2.1%,8%,17,8,-9%,-5%,1%,1.1,i,0.3,3.5%
O=C(c1ccoc1)N1CCC2(CCCN(Cc3ccc(F)c(F)c3)C2)C1 (stereo not given),.,9%,.,.,.,.,-1%,.,i,1.0,-0.2%
CN(C(=O)c1cc(S(=O)(=O)N2CCOCC2)cs1)c1ccccc1,.,1%,.,.,.,.,2%,.,i,1.0,0.9%
CCCCn1c(SCC(=O)NCc2ccco2)nc2c1c(=O)n(C)c(=O)n2C,-2.5%,4%,-6,-4,-9%,-5%,-4%,1.1,i,1.0,0.4%
COC(=O)c1nc2ccc(N3CCOCC3)cc2c(C)c1C(=O)OC,-1.7%,4%,-12,7,24%,64%*,2%,1.2,i,0.4,0.2%
CCC(C)(C)NC(=O)C(c1cccc(OC)c1)N(C(=O)CNC(=O)c1cccs1)c1cccnc1 (stereo not given),.,2%,.,.,.,.,10%,.,i,0.4,0.1%
COc1ccccc1OCCCCCNCCO,-5.5%,-1%,2,8,-5%,6%,-3%,0.9,i,5.9,2.0%
Cc1cc(=O)[nH]c(N/N=C/c2cc(C)n(-c3ccccc3)c2C)n1,.,-8%,.,.,.,.,10%,.,i,0.6,5.3%
COc1cccc(/C=C2\SC(=S)N(N3C(=O)CCCC3=O)C2=O)c1,-5.8%,-6%,-12,13,15%,13%,1%,1.1,i,0.1,-2.2%

# Limited to SIAH1 antagonists and human PMI inhibition, for seven of the compounds above:
Structure	SIAH1 antagonists	human PMI inhibition
CCOC(=O)/C(C#N)=C\c1ccc(O)c(OC)c1	-1%	-9%
COc1ccc2c(c1)cc1n2CCN=C1NCCO	0%	0%
CCOc1ccc(C(=O)NCCc2ccc3c(c2)OCCO3)cc1	-3%	5%
COc1ccc(CNC(=O)COC(=O)c2cncc(Br)c2)cc1	-1%	-29%
COC(=O)c1sccc1NC(=O)CSc1cccc(Cl)c1Cl	-1%	6%
CCOc1cccc(/C=N/NC(=O)CC2C(=O)NN=C2C)c1O (stereo not given)	-4%	-7%
Cc1cc(C)nc(N2CCC(C(=O)Nc3ccc4c(c3)CCC4)CC2)n1	11%	13%

# Whole records, looked up by structure.
# Shown for CN(C(=O)c1cc(S(=O)(=O)N2CCOCC2)cs1)c1ccccc1 = XIAP antagonists = .; PhoP inhibition = 1%; WT yeast gro inh = .; WT yeast gro inh mutant strain = .; human PMI inhibition = .; human PMI inhibitors = .; SIAH1 antagonists = 2%; TNAP activators = .; Myeloid diff MLP = i; Myeloid diff MLP GFP+ MAC1+ % = 1.0; RSV CPE inhibition = 0.9%
# Shown for Cc1cc(=O)[nH]c(N/N=C/c2cc(C)n(-c3ccccc3)c2C)n1 = XIAP antagonists = .; PhoP inhibition = -8%; WT yeast gro inh = .; WT yeast gro inh mutant strain = .; human PMI inhibition = .; human PMI inhibitors = .; SIAH1 antagonists = 10%; TNAP activators = .; Myeloid diff MLP = i; Myeloid diff MLP GFP+ MAC1+ % = 0.6; RSV CPE inhibition = 5.3%
